Hep lipid drop: inhibitors of hepatocyte lipid droplet formation, primary screen, imaging, high-throughput imaging, BODIPY stain. inhibition, % at 6.5 µM. actives 0.4% (n = 240,000). AID 1656, 2009. AML12 mouse hepatocytes, oleate lipid droplets;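 active = lipid droplet intensity inhibited by at least 50%, with more than 500 cells counted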
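Test system: AML12 mouse liver cells; schedule: overnight exposure; technique: high-content imaging of BODIPY-stained droplets and DAPI nuclei; read-out: % inhibition of corrected integrated BODIPY droplet signal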
Dynein transport: inhibitors of GR-EGFP nuclear translocation, primary screen, dynein cargo transport inhibitor project, imaging, high-content, 3617.4 mouse cells; actives 0.47% (n = 220,000); z-score, hits read low; test concentration mostly 20 µM; stimulated with dexamethasone, 1 µM; hits give low values;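 active = plate z-score of nuclear minus cytoplasmic receptor signal below a set negative limit, without overly bright fluorescence or cell loss, cut at about -3.5 in these data, passing the limit was not always enough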;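 note: z-score of nuclear minus cytoplasmic ring GR-EGFP intensity difference per well; some compounds called inactive have numbers as strong as hits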
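Buffer or medium: tet-free medium with charcoal-stripped serum / Also added: dexamethasone agonist, 1.0 µM final, for 30 min / Timing: induction 48 h, compound 1 h, agonist 30 min / Measured by: high-content fluorescence imaging after fixation / Read-out: nuclear-to-cytoplasmic GR-EGFP distribution per well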
b-catenin transl: modulators of beta-catenin nuclear translocation, primary screen, imaging, HeLa cells, immunofluorescence, high-content; nuclear translocation activity, % at 5 µM; actives 0.3% (n = 190,000); AID 1665, 2009;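 active = nuclear translocation activity above 50% at 5 µM, with a well cell count of 50 or more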;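 note: per-cell ratio of nuclear to cytoplasmic median beta-catenin stain intensity; plate controls were DMSO negative control for no effect and GSK-3 inhibitor IX positive control for full effect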
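System: Human HeLa cells, endogenous beta-catenin | Compound dosing: 5 µM primary, 0.02–20 µM confirmation | Timing: 24 h compound exposure at 37°C, 5% CO2 | Measured by: Fluorescence imaging of beta-catenin antibody stain plus DAPI | Read-out basis: % activation of per-cell nuclear versus cytoplasmic median beta-catenin signal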
HEK293 NOD2/NF-kB: NOD2 signaling inhibitors, cell-based, luminescence, uHTS, HEK293 (AID 1566); HEK293 NOD2/NF-kB luciferase reporter, luminescence; higher % means a stronger effect; inhibition, % at 4 µM, or EC50 in µM where a hit was titrated; actives 0.63% (n = 290,000); in the data active = inhibition above about 50%; note: many of its hits are not listed in these tables
Autophagy HCS: autophagy modulators in MEF cells, primary screen, imaging, high-content, MEF GFP-LC3; calls only at 10 µM (by protocol); MEF GFP-LC3 puncta imaging; test concentration mostly 10 µM; actives 0.98% (n = 190,000);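 active = percentage of spot-positive cells more than 3 SD above its plate mean, without a fluorescence outlier flag or 80% toxicity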;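 note: spot-positive cell cutoff set from DMSO-treated cells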
WT yeast gro inh: growth inhibition of WT strain, primary screen, mitochondrial fusion inhibitor project, WT and mutant strains, chemical genetic; mitochondrial fusion phenotypic screen; inhibition, % at 10 µM; actives 2.1% (n = 190,000); AID 1362, 2008; in the data active = inhibition above about 58%; tested in S. cerevisiae
MT stabilizer: microtubule stabilizers in HeLa cells, primary screen, imaging, high-content imaging. actives 0.83% (n = 200,000). % tubulin-high responders, % at 10 µM. HeLa tubulin immunostaining HCS, 24 h; share of cells brighter than vehicle mean+2SD;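 active = plate Z-score above 3 for both tubulin-high and condensed-nucleus cell shares, with cell loss under 80%, at 10 µM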;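 note: anti alpha tubulin signal scored within the nucleus-defined area of each cell; some results filed as inactive read as strong as hits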
Yfh1-off respiration: enhancers of respiration in Yfh1-depleted yeast, dose response, Friedreich's ataxia, plus single-dose screen (AID 1465). S. cerevisiae Yfh1-off respiration, WST-1 reduction, 72 h; higher fold induction means a stronger effect. one-dose fold induction at 50 µM; EC50 in µM for titrated hits. actives 0.074% (n = 220,000);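 active = fold induction of absorbance versus untreated yeast above a set limit, then at least 30% activation at any dose in follow-up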;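 note: activators that raise dye reduction in frataxin-depleted yeast; strong numbers were not always called active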
Insulin prom up: insulin promoter activators in MIN6 cells, imaging, high-content screening, mouse beta cells | AID 1625, 2009 | actives 0.3% (n = 190,000) | MIN6 insulin promoter-GFP reporter; hits give high values | z-score at 5 µM;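 active = z-score above 3 at 5 µM with at least 500 cells counted in the well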
WT yeast gro inh mutant strain: also measured in WT yeast gro inh; calls as there; inhibition, %; mitochondrial fusion phenotypic screen, mutant strain inhibition
Dynein transport cytoplasmic EGFP: further read-out of Dynein transport, marked with its call; z-score; measured here: cytoplasmic GR-EGFP intensity; hits give high values
Dynein transport nuclear GR-EGFP: further read-out of Dynein transport, marked with its call; z-score; measured here: nuclear GR-EGFP intensity;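 lower value marks the stronger effect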
Dynein transport cell count: second read-out of Dynein transport, no call of its own (marks repeat the call); z-score; measured here: cell count per field
Insulin prom up cell count: also measured in Insulin prom up; calls as there; cell count; measured here: cytotoxicity, nuclei count;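 total cells summed across four imaged fields per well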
Hep lipid drop cells 6.5 µM: also measured in Hep lipid drop; calls as there; cell count; measured here: cell count, cytotoxicity flag;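 cells counted across two imaged fields per well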
b-catenin transl cell count 5 µM: further read-out of b-catenin transl, marked with its call; cell count; measured here: cell count, cytotoxicity flag
MT stabilizer Hoechst-high %: recorded beside MT stabilizer, whose call it bears; % Hoechst-high responders; measured here: nuclear condensation Hoechst responders;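 share of cells brighter than vehicle mean plus two SD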
MT stabilizer cytotoxicity %: further read-out of MT stabilizer, marked with its call; toxicity, %; measured here: cytotoxicity by cell density;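 0% = mean cell density of plate MIN control wells and 100% = no cells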
Autophagy HCS cell loss 18 h: also measured in Autophagy HCS; calls as there; toxicity, %; measured here: cell loss, nuclei count;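 cell loss after 18 h compound exposure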
Starred values were filed as active, the others as inactive; i = inactive; / = no result given. Only part of the results is shown; count on the stated rates, not on these rows.

SMILES	Hep lipid drop	Hep lipid drop cells 6.5 µM	Dynein transport	Dynein transport cytoplasmic EGFP	Dynein transport nuclear GR-EGFP	Dynein transport cell count	b-catenin transl	b-catenin transl cell count 5 µM	HEK293 NOD2/NF-kB	Autophagy HCS	Autophagy HCS cell loss 18 h	WT yeast gro inh	WT yeast gro inh mutant strain	MT stabilizer	MT stabilizer Hoechst-high %	MT stabilizer cytotoxicity %	Yfh1-off respiration	Insulin prom up	Insulin prom up cell count
Cc1cc(NC(=O)c2ccc3c(c2)C(=O)N(CC(C)C)C3=O)no1	13	763	0.28	-0.27	-0.27	0.68	-0.2	1307	19%	/	/	/	/	/	/	/	i	0.82	1098
CSc1ncccc1C(=O)OCC(=O)NC(C)(C)C	2	684	0.62	-0.25	0.42	0.64	-0.3	1037	1%	i	22	-3	-23	3.2	2.6	3.0	i	-0.22	1380
O=C(CN1CCN(CC(=O)c2ccc(F)cc2)CC1)Nc1ccccc1Cl	/	/	-1.9	0.69	-0.43	-0.27	-0.9	1308	0%	i	-41	12	18	3.2	1.9	6.5	i	-0.31	1495
COc1ccc(-c2[nH]ncc2CNC(C)CCn2cccn2)c(F)c1 (stereo not drawn)	-2	713	0.068	0.019	0.24	-0.4	0.4	1088	-14%	i	-10	1	9	2.7	2.6	7.8	i	-0.34	1335
Cc1cc(Br)ccc1S(=O)(=O)n1ccnc1C	-3	696	-0.72	-0.32	-0.82	1.2	0.3	1452	21%	i	-14	-2	3	2.1	2.1	6.1	i	0.32	1461
O=C(COc1ncnc2c1cnn2-c1ccccc1)Nc1ccc(S(=O)(=O)N2CCCCC2)cc1	-1	663	-0.53	-0.25	-0.25	1.1	1.3	1084	15%	i	4	-2	4	4.5	2.3	5.8	i	-1.3	1422
COC(=O)c1c(NC(=O)c2ccccc2)sc(Cc2ccccc2)c1C	-16	650	0.65	-0.16	0.73	-0.048	-0.7	1029	8%	i	16	68*	29*	3.3	2.3	9.6	i	-1.1	1812
COc1ccc2c(CC(=O)OCC(=O)c3ccccc3OC)coc2c1	-3	753	-0.34	-0.098	-0.18	0.34	-1.3	1155	8%	i	-1	-6	-4	1.1	0.9	6.0	i	-0.32	897
COc1cccc(NC(=O)CSc2nnc(-c3cccc(OC(C)C)c3)n2N)c1	/	/	0.11	0.015	0.28	-0.058	1.6	1134	-13%	i	16	3	11	5.1	3.7	8.7	i	0.65	1251
CCCCCNc1nc(-c2ccccc2)nc(-n2ccnc2)n1	9	765	0.11	-0.27	-0.16	0.23	-1.2	1104	25%	i	-5	14	-4	1.3	0.8	5.8	i	-0.27	1064
COc1cc(C2C(C(C)=O)=C(O)C(=O)N2CCc2ccc(OC)c(OC)c2)ccc1O (stereo not drawn)	/	/	-0.11	-0.2	0.21	0.22	-3.4	908	-7%	i	7	0	0	2.0	3.9	9.9	i	0.86	1149
CC(C)(C)NS(=O)(=O)c1ccc(OCC(=O)Nc2ccc3c(c2)OCCO3)cc1	/	/	1.6	-0.2	1.3	-0.024	1.1	627	4%	i	3	-2	-6	3.8	2.0	3.5	i	-0.07	1055
COc1ccc(-n2c(SCC(=O)NNC(=O)c3ccc(C)cc3)nnc2-c2ccncc2)cc1	14	400	1.9	-0.05	1.4	-2	-4.1	898	6%	i	-1	-8	8	2.7	2.8	9.4	i	0.84	1403
CCOc1ccccc1Nc1nnc(SCC(=O)Nc2ccc3[nH]c(=O)[nH]c3c2)s1	-14	664	-0.85	-0.25	0.18	0.87	-0.8	852	7%	i	4	8	-12	3.0	1.8	2.9	i	0.63	1558
O=c1cc(-c2ccc(Cl)cc2)[nH][nH]1	15	648	-0.92	-0.26	-0.65	0.57	-1.6	1073	9%	i	0	5	6	4.6	2.3	5.4	i	0.59	1568
O=C1CNC(=O)/C1=C/c1ccc(O)cc1	/	/	0.83	-0.098	0.09	-0.037	-0.9	1334	5%	i	4	27	3	2.0	1.5	1.1	i	-0.51	1513
CC(C)(Oc1ccc(Cl)cc1)C(=O)Nc1ncccn1	/	/	1.1	-0.033	0.65	0.066	0.6	728	-10%	i	5	-8	2	8.0	3.1	7.5	i	1.3	1140
CCCOc1ccc(C(=O)N/N=C/c2ccc(-c3ccc(S(=O)(=O)Nc4ncccn4)cc3)o2)cc1	14	825	-0.084	-0.2	-0.068	0.3	/	/	7%	i	5	-11	-4	3.9	3.5	2.5	i	/	/
COc1cc(/C=N/n2cnnc2)ccc1OCC(=O)N1CCOCC1	-3	723	-0.61	-0.19	0.58	-0.11	-2.3	560	0%	i	17	-1	-8	2.9	2.6	9.1	i	0.56	1288
N#Cc1ccc(NC(=O)Cn2c3[n+](c4ccc(C(F)(F)F)cc42)CCCCC3)cc1	18	686	-0.91	0.4	-0.17	0.58	1.1	967	10%	i	-3	3	-1	4.5	1.6	7.0	i	1.8	1675
CCS(=O)(=O)C(=C1Nc2ccccc2N1)S(=O)(=O)CC	-4	713	-0.65	0.57	-0.092	0.86	-3.2	561	3%	i	-9	-15	-6	2.9	2.3	3.4	i	/	/
COc1ccc(C(=O)NC(C)c2nnc(SCc3ccc(Cl)c(Cl)c3)n2C)cc1 (stereo not drawn)	/	/	1.1	-0.23	0.034	0.65	-1.8	812	-10%	i	-24	-15	-12	5.2	3.2	17	i	-0.25	1361
CCO[C@H]1OC(C(=O)N2CCCCCCC2)=C[C@@H](c2coc3ccccc3c2=O)[C@@H]1CCCO	-4	725	1.1	-0.15	0.87	-1.7	-1.7	1129	21%	i	-10	-6	0	2.5	1.5	5.9	/	-0.76	1356
O=C(Nc1ccccc1)N1CCCCC1c1cccnc1 (stereo not drawn)	-3	766	0.043	-0.24	-0.17	0.59	/	/	6%	i	-3	-19	-27	3.6	2.2	3.2	i	0.01	1290
CCn1c(SCC(=O)Nc2cc(C)c(Cl)cc2OC)nnc1-c1ccco1	24	691	-0.47	-0.23	-0.16	-1	/	/	12%	i	2	23	32	1.7	1.1	8.2	i	-0.03	1356
C=CCn1c(-c2cccn(Cc3ccc(Cl)cc3)c2=O)n[nH]c1=S	/	/	-0.55	0.068	0.45	-0.048	0.5	1365	50%*	i	9	6	-3	1.5	2.2	4.6	i	0.06	1523
Cc1cccc(-n2nnc(C(=O)Nc3ccc(F)cc3)c2N)c1	-10	531	-0.39	-0.18	0.0047	0.27	-0.3	1055	-85%	i	-8	2	-15	4.0	2.2	8.4	i	0.26	1753
Cc1ccc(NC2=C/C(=N/S(=O)(=O)c3cccs3)c3ccccc3C2=O)cc1	23	601	-1.1	-0.21	-0.34	0.32	1.8	1010	-17%	i	-1	55	18	4.8	9.7	73	i	0.01	1115
COc1ccc(/C=N/NC(=O)c2ccoc2C)cc1OC	14	647	-0.64	0.05	-0.55	0.67	1.6	516	-18%	i	1	-1	-3	2.1	2.9	6.2	i	0.23	1325
O=C(Nc1ccc(Cl)cc1C(=O)NCCN1CCOCC1)c1ccc(Cl)cc1Cl	5	750	-0.82	-0.43	-0.5	1.2	-2.6	1266	15%	i	-2	17	-19	0.8	0.8	5.5	i	/	/

Part of the list above, showing only HEK293 NOD2/NF-kB, b-catenin transl and Insulin prom up.
| canonical_smiles | HEK293 NOD2/NF-kB | b-catenin transl | Insulin prom up |
| --- | --- | --- | --- |
| COc1cccc(NC(=O)CSc2nnc(-c3cccc(OC(C)C)c3)n2N)c1 | -13% | 1.6 | 0.65 |
| CCCCCNc1nc(-c2ccccc2)nc(-n2ccnc2)n1 | 25% | -1.2 | -0.27 |
| COc1cc(C2C(C(C)=O)=C(O)C(=O)N2CCc2ccc(OC)c(OC)c2)ccc1O (stereo not drawn) | -7% | -3.4 | 0.86 |
| CC(C)(C)NS(=O)(=O)c1ccc(OCC(=O)Nc2ccc3c(c2)OCCO3)cc1 | 4% | 1.1 | -0.07 |

More structures follow:
SMILES	Hep lipid drop	Hep lipid drop cells 6.5 µM	Dynein transport	Dynein transport cytoplasmic EGFP	Dynein transport nuclear GR-EGFP	Dynein transport cell count	b-catenin transl	b-catenin transl cell count 5 µM	HEK293 NOD2/NF-kB	Autophagy HCS	Autophagy HCS cell loss 18 h	WT yeast gro inh	WT yeast gro inh mutant strain	MT stabilizer	MT stabilizer Hoechst-high %	MT stabilizer cytotoxicity %	Yfh1-off respiration	Insulin prom up	Insulin prom up cell count
CCc1n[nH]c(=S)n1/N=C/c1c[nH]c2ccc(Br)cc12	3	689	0.56	-0.14	1	-1.4	-0.1	1057	13%	i	-1	-1	-2	3.6	1.7	7.0	i	-1.2	1142
Cc1csc2nc(CCNS(=O)(=O)c3cccs3)cn12	/	/	-0.19	-0.24	-0.093	0.34	/	/	-23%	i	-2	6	0	2.4	3.5	10	i	0.69	998
COc1ccc(OC)c(CN2C(=O)c3ccccc3C2C(=O)NCc2cccnc2)c1 (stereo not drawn)	-11	595	0.88	-0.16	0.59	0.1	-1.3	1161	9%	i	-3	16	-3	3.0	1.9	3.0	i	0.27	1970
COc1cc(/C=C(/C#N)c2nc3ccccc3[nH]2)ccc1OC(=O)c1ccco1	16	702	-0.22	0.069	-0.35	0.94	2.8	1086	-75%	i	41	28	31	1.5	2.7	8.7	i	1.2	1927
